TbPYK inhibitor: blocks Trypanosoma brucei pyruvate kinase; Q57TT1; TbPYK enzyme, Kinase-Glo Plus ATP luminescence, 45 min; Potency, µM (series often up to 76.8 µM), for inactives: top-dose activity, negative = inhibition, actives largely listed as inhibitors; actives 0.12% (n = 410,000); AID 624173; also: nearly all actives have a fitted effect of over 50% in size
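Quantitative HTS: titrated library compounds versus trypanosomal pyruvate kinase in TEA buffer (pH 7.2) containing KCl, MgCl2, BSA and Tween-20. Reactions were initiated with ADP, 130 uM final. Kinase-Glo Plus luminescence was read after 45 min at RT.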
AmpC inh no detg: inhibitors of E. coli AmpC beta-lactamase without detergent; P00811; actives 0.52% (n = 330,000); AmpC nitrocefin hydrolysis, absorbance 480 nm, 0.0001% Triton; AID 485341; Potency, µM (titrated, usually from 57.1 µM), without a hit: top-dose activity change, negative = inhibition, actives largely listed as inhibitors;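 also: plate controls were no compound for no effect and no enzyme for full effect; nearly all actives have a fitted effect of over 20% in size; some results filed as inactive show a strong effect at the top dose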
Target sequence (P00811 whole entry, looked up): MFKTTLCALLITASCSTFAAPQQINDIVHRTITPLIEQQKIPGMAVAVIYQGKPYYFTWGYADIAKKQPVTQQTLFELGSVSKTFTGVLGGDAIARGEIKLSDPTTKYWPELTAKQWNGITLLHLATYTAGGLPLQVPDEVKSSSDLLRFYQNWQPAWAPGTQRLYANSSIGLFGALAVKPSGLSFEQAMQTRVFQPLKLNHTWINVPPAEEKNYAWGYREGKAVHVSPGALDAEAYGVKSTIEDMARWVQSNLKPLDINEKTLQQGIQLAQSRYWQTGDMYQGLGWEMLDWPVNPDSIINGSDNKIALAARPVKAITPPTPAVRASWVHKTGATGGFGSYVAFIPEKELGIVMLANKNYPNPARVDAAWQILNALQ
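20 mM phosphate pH 7.0 + 0.01% (detergent screen) or 0.0001% Triton X-100; 5.3 nM AmpC reagent; cpd preinc 15 min RT; nitrocefin (800 uM stock) to start; A480 q20 s × 4 min; Activity was normalised to no-enzyme and no-compound control wells.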
* = called active by the depositor; u = inconclusive; [ ] = remark or other dose. Calls follow the shape of the dose curve; as a rule, active = well fitted curve in the direction sought with a large enough effect; inconclusive = small, poorly fitted or top-dose-only effect, or another doubt; inactive = no such curve, though single readings can be large; an effect the other way counts as inactive or inconclusive. Unless noted, % is scaled to controls: 0 for no effect and ±100 for the full control effect; potency is read from the fitted curve at half-maximal effect. Some of the compounds tested. The share of hits here may be higher or lower than overall.

Each structure is followed by: TbPYK inhibitor	AmpC inh no detg
COc1ccc(Cl)cc1NC(=O)CN(C)C(=O)c1ccc(-n2cncn2)cc1
  7%	4%
C[C@]12c3[nH]c4ccc(Cl)cc4c3CCN1C(=O)[C@@H](CC(=O)NCc1ccco1)C[C@@H]2C(=O)N1CCCCC1
  -22%	236%[activator]
O=C(COC(=O)c1cccnc1Cl)NC12CC3CC(CC(C3)C1)C2
  -12%	1%
COc1cc(C(=O)NNC(=O)/C=C/c2ccccc2)cc(OC)c1OC
  5%	-48%
COc1ccc(C(=O)NCC(=O)OCC(=O)c2c(C)[nH]c3ccccc23)cc1OC
  0%	4%
CC[C@]12c3[nH]c4cc(-c5ccco5)ccc4c3CCN1C(=O)[C@@H](CC(=O)NCCc1ccccn1)C[C@@H]2C(=O)N1CCN(C(=O)c2ccco2)CC1
  -1%	242%[activator]
COc1cccc(C(=O)Nc2ccccc2N2CCN(C(=O)c3ccccc3)CC2)c1
  0%	35%
Cc1ccc(C(=O)OCC(=O)NCc2ccc3c(c2)OCO3)o1
  -2%	-17%
Cc1ccc(SCC(=O)NNC(=O)c2cncc(Br)c2)cc1
  3%	-15%
CCOc1ccc(S(=O)(=O)NN=C(C)c2cccnc2)cc1
  1%	-16%
COc1ccc(NC(=O)Nc2cccc3c2O[C@H](CN(C)S(=O)(=O)c2ccc(F)cc2)[C@@H](C)CN([C@H](C)CO)C3=O)cc1
  -5%	256%[activator]
CSc1ncccc1C(=O)NCC(c1ccco1)N1CCCCC1 (stereo not drawn)
  3%	-43%
Cc1nn(CC(=O)Nc2ccc(N3CCOCC3)cc2)c(C)c1[N+](=O)[O-]
  5%	-21%
Cc1noc(C)c1NC(=O)Nc1cccc2c1O[C@H](CN(C)C(=O)Nc1ccc3c(c1)OCO3)[C@@H](C)CN([C@H](C)CO)C2=O
  -5%	-1%
O=C(OCc1c(-c2ccccc2)ncc2ccccc12)c1ccccc1C(F)(F)F
  7%	-11%
COc1ccc(CNC(=O)C[C@H]2C[C@H](C(=O)N(C(C)C)C(C)C)[C@@]3(C)c4[nH]c5ccc(Cl)cc5c4CCN3C2=O)cc1OC
  1%	254%[activator]
COc1ccc(C2(C)NC(=O)N(CC(=O)N(c3ccccc3)C3CCS(=O)(=O)C3)C2=O)cc1 (stereo not drawn)
  -3%	12%
Cc1ccc(NC(=O)CNc2cc(S(=O)(=O)N3CCOCC3)ccc2N2CCOCC2)cc1S(=O)(=O)N(C)C
  -6%	58%
CCC1Nc2ncnc(N3CCOCC3)c2N(Cc2ccc(OC)cc2)C1=O (stereo not drawn)
  -27%	0%
CCOC(=O)CCCCCC(=O)Nc1ccc2c(c1)CC(=O)N([C@@H](C)CO)C[C@@H](C)[C@@H](CN(C)C(=O)Nc1ccc(C(F)(F)F)cc1)O2
  1%	290%[activator]

Reprinted at random: 4 records from the list.
Each structure is followed by: TbPYK inhibitor	AmpC inh no detg
COc1ccc(NC(=O)Nc2cccc3c2O[C@H](CN(C)S(=O)(=O)c2ccc(F)cc2)[C@@H](C)CN([C@H](C)CO)C3=O)cc1
  -5%	256%[activator]
Cc1nn(CC(=O)Nc2ccc(N3CCOCC3)cc2)c(C)c1[N+](=O)[O-]
  5%	-21%
CCOC(=O)CCCCCC(=O)Nc1ccc2c(c1)CC(=O)N([C@@H](C)CO)C[C@@H](C)[C@@H](CN(C)C(=O)Nc1ccc(C(F)(F)F)cc1)O2
  1%	290%[activator]
CC[C@]12c3[nH]c4cc(-c5ccco5)ccc4c3CCN1C(=O)[C@@H](CC(=O)NCCc1ccccn1)C[C@@H]2C(=O)N1CCN(C(=O)c2ccco2)CC1
  -1%	242%[activator]

Next structures follow:
Each structure is followed by: TbPYK inhibitor	AmpC inh no detg
CCCCN(C(=O)c1cnccn1)c1c(N)n(CCC)c(=O)[nH]c1=O
  6%	-19%
CNC[C@H]1Oc2c(NS(=O)(=O)c3ccccc3)cccc2C(=O)N([C@H](C)CO)C[C@@H]1C
  -1%	-15%
O=C(NCc1ccco1)c1cc(-c2ccccc2)nn1CC1CC(c2cccc([N+](=O)[O-])c2)=NO1 (stereo not drawn)
  5%	-16%
Cc1ccc(S(=O)(=O)N(C)C[C@@H]2Oc3ccc(NS(C)(=O)=O)cc3CC(=O)N([C@H](C)CO)C[C@@H]2C)cc1
  0%	186%[activator]
Cc1noc(C)c1C(=O)OCC(=O)Nc1ccc(N2CCOCC2)cc1
  1%	-17%
CC(C)(C)OC(=O)C[C@@H]1C/C=C\C[C@H](CC(=O)N(CCO)Cc2ccccc2)C(=O)N[C@@H](c2ccccc2)COC1=O
  -7%	241%[activator]
O=C(COC(=O)c1ccc(Cl)nc1)Nc1ccc2c(c1)CCC2
  0%	-30%
CC(Sc1ccc(S(=O)(=O)N2CCOCC2)cn1)c1ccccc1Cl (stereo not drawn)
  -4%	28%
Cc1ccc(C(C)C)cc1OCC(=O)NCCCn1ccnc1
  1%	4%
Cc1ccc(S(=O)(=O)N2CCOCC2)cc1NC(=O)COC(=O)c1ccc(Cl)s1
  -14%	-1%
Cc1ccc(S(=O)(=O)N2C[C@@H]3[C@H]4CC[C@H](C4)[C@@H]3[C@@H](C)[C@@H]2c2ccco2)cc1
  -9%	-45%
Cn1c(N)c(C(=O)COC(=O)c2ccccc2C(F)(F)F)c(=O)n(C)c1=O
  4%	14%
CCOc1ncccc1C(=O)Nc1cccc(S(=O)(=O)N2CCOCC2)c1
  4%	33%
CCn1nc(C(=O)NNC(=O)C(Cc2ccccc2)NC(N)=O)c2ccccc2c1=O (stereo not drawn)
  -7%	2%
C[C@H](CO)N1C[C@H](C)[C@@H](CN(C)C(=O)Nc2ccc3c(c2)OCO3)Oc2ccc(NC(=O)C3CCCCC3)cc2C1=O
  -4%	173%[activator]
O=C(C[C@H]1C/C=C\C[C@@H](Cc2ccc(F)cc2)C(=O)O[C@H](c2ccccc2)CNC1=O)N[C@@H](CO)Cc1ccccc1
  -2%	13%
C=CCNc1oc(-c2ccc(-c3ccccc3)cc2)nc1C#N
  4%	-19%
C[C@H](CO)N1C[C@H](C)[C@@H](CN(C)C(=O)Nc2ccccc2)Oc2c(NC(=O)Nc3ccccc3)cccc2C1=O
  -1%	201%[activator]
COc1ccc(CNC(=O)COC(=O)[C@H](Cc2ccccc2)NC(=O)c2cccs2)cc1
  -4%	-22%
CCC1(CC)NC(=O)N(CC(=O)Nc2ccc(-n3cnnn3)cc2)C1=O
  3%	-4%

Exported in markdown: entries from further up.
| mol | TbPYK inhibitor | AmpC inh no detg |
| --- | --- | --- |
| CC(C)(C)OC(=O)C[C@@H]1C/C=C\C[C@H](CC(=O)N(CCO)Cc2ccccc2)C(=O)N[C@@H](c2ccccc2)COC1=O | -7% | 241%[activator] |
| O=C(COC(=O)c1ccc(Cl)nc1)Nc1ccc2c(c1)CCC2 | 0% | -30% |

Next records follow.
Each structure is followed by: TbPYK inhibitor	AmpC inh no detg
O=C(N[C@@H](CCC/[N+]([O-])=C/c1ccccc1)C(=O)O)OCc1ccccc1
  5%	-13%
Cn1nc(C(=O)OCC(=O)Nc2ccc(SC(F)F)cc2)c2ccccc2c1=O
  -1%	14%
C[C@]12C[C@H](O)[C@@H](O)CC1=CCC1C2CC[C@@]2(C)C1CC[C@@H]2O (stereo partly drawn)
  3%	-18%
C=CC[C@@H](CC(=O)N(CCO)Cc1ccccc1)C(=O)NC[C@H](OC(=O)[C@@H](CC=C)CC(=O)OC(C)(C)C)c1ccccc1
  4%	275%[activator]
CN(C)CCOc1ccc(-c2c(-c3ccsc3)sc3ccccc23)cc1
  1%	145%[activator]
CC(C)(C)OC(=O)C[C@@H]1C/C=C\C[C@@H](CC(=O)N(CCO)Cc2ccccc2)C(=O)N2CCC[C@@H]2COC1=O
  0%	257%[activator]
O=C(COC(=O)CNC(=O)C1CCCCC1)Nc1ccccc1
  1%	-18%
COc1ccc(/C=C/C(=O)OCC(=O)NC2CCCC(C)C2C)c(OC)c1 (stereo not drawn)
  0%	-11%
CC(=O)C[C@H](O)CC(=O)[C@@H]1OC(=O)[C@H](C)C/C=C\Cc2ccccc21
  -4%	-11%
CC1CCN(C(=O)COC(=O)c2ccccc2C(=O)c2ccccc2)CC1
  -8%	3%
COc1cc(C(=O)N[C@H](C(=O)NC2CCCc3ccccc32)C(C)C)cc(OC)c1OC (stereo partly drawn)
  -2%	19%
NS(=O)(=O)c1cccc(NC(=O)c2cccc(S(=O)(=O)N3CCCCCC3)c2)c1
  5%	-22%
Cc1ccc(C(=O)OCC(=O)NCCc2ccc(F)cc2)cc1S(=O)(=O)N1CCOCC1
  5%	47%
Cc1nc(SCC(=O)N2CCCC2=O)nc(C)c1C
  -21%	9%
COc1cc([C@H]2OC[C@H]3[C@@H]2CO[C@@H]3c2cc(OC)c(O[C@@H]3O[C@H](CO)[C@@H](O)[C@H](O)[C@H]3O)c(OC)c2)cc(OC)c1O[C@H]1O[C@@H](CO)[C@H](O)[C@@H](O)[C@@H]1O
  -4%	1%
C#CCOCCOCCOCCNc1nc(N2CCOCC2)nc(N2CCN(C(=O)[C@H](CO)n3cc([C@@H](N)C(C)C)nn3)CC2)n1
  0%	70%[activator]
CCOc1ncccc1C(=O)OCC(=O)NCc1ccc(C(=O)OC)cc1
  3%	10%
COc1cc(NC(=O)c2ccc(S(=O)(=O)N(C)c3ccccc3OC)cc2)cc(OC)c1
  4%	-25%
CCCCN1C(=O)C(=O)N(CC(=O)Nc2ccccc2C(C)=O)C1=O
  4%	-17%
CC(C)(C)NC(=O)C[C@H]1C[C@H](C(=O)N2CCCCC2)[C@@]2(C)c3[nH]c4ccc(Cl)cc4c3CCN2C1=O
  6%	179%[activator]
COc1ccc(CNC(=O)CC2C[C@H](C(=O)N3CCCCC3)[C@@]3(C)c4[nH]c5ccccc5c4CCN3C2=O)cc1OC (stereo partly drawn)
  -5%	202%[activator]
O=C(C[C@@H]1C/C=C\C[C@H](NC(=O)OCC2c3ccccc3-c3ccccc32)C(=O)OC[C@@H]2CCCN2C1=O)NCCO
  -1%	124%[activator]
Cc1nc2ccc(NS(=O)(=O)c3ccc(F)c(F)c3F)cc2s1
  7%	-26%
Cc1ccc(NC(=O)Cn2cnc(C(=O)Nc3ccc(C)c(C)c3)n2)cc1C
  3%	-18%
C[C@@H]1CN([C@@H](C)CO)C(=O)c2cc(NC(=O)C3CC3)ccc2O[C@H]1CN(C)C
  8%	-5%
O=C(COC(=O)c1ccc(Br)c(S(=O)(=O)N2CCOCC2)c1)NC1CC1
  1%	-12%
COc1ccc(NC(=O)COC(=O)CCc2ccc(S(=O)(=O)N3CCOCC3)cc2)cc1OC
  0%	21%
CCN(C[C@H]1N[C@@](CC)(C(=O)OC)[C@H]2C(=O)N(Cc3ccccc3)C(=O)[C@@H]12)S(=O)(=O)c1ccc(-c2ccccc2)cc1
  -6%	-21%
Cc1cc(C(=O)NN=Cc2c(C)[nH]c3ccccc23)c(C)o1
  4%	-15%
COC(=O)C1=C(c2ccc(OCc3ccccc3)cc2)C[C@@H]2CC[C@H]1N2C(=O)NCCN1CCOCC1
  2%	201%[activator]
COc1ccc(NC(=O)COC(=O)CCNC(=O)c2ccco2)cc1Cl
  -5%	-24%
COc1ccccc1N(CC(=O)Nc1cc(S(=O)(=O)N(C)C)ccc1C)S(=O)(=O)c1cccs1
  0%	6%
COc1ccc2[nH]c3c(c2c1)CCN1C(=O)C(CC(=O)NCCC2=CCCCC2)C[C@H](C(=O)N(C(C)C)C(C)C)[C@@]31C (stereo partly drawn)
  8%	216%[activator]
CC(C)(C)OC(=O)C[C@H]1C/C=C\C[C@H](CC(=O)N[C@H](CO)Cc2ccccc2)C(=O)N[C@@H](Cc2ccccc2)COC1=O
  -1%	71%[activator]
O=C1CN(C(=O)COC(=O)c2ccc([N+](=O)[O-])s2)c2ccccc2N1
  2%	-20%
N#CCC(=O)Nc1ccc(C(=O)OCC(=O)NC2CCCc3ccccc32)cc1 (stereo not drawn)
  1%	u
Cc1ccc(C(=O)Nc2cccc(C(F)(F)F)c2)cc1NC(=O)c1[nH]cnc1C(N)=O
  -1%	-16%
Cc1ccc(S(=O)(=O)NCCNc2ccc(Br)c(C)c2)cc1
  -4%	-27%
COC(=O)[C@]1(Cc2ccccc2)N[C@H](CN(C)C(=O)Nc2ccc(C(F)(F)F)cc2)[C@@H]2C(=O)N(C)C(=O)[C@@H]21
  -8%	82%[activator]
Cc1ccc(S(=O)(=O)N2CCOCC2)cc1C(=O)OCC(=O)NCCc1ccc(F)cc1
  -1%	6%

A second format for 2 compounds above.
> COc1ccccc1N(CC(=O)Nc1cc(S(=O)(=O)N(C)C)ccc1C)S(=O)(=O)c1cccs1
- TbPYK inhibitor: 0%
- AmpC inh no detg: 6%
> COc1ccc2[nH]c3c(c2c1)CCN1C(=O)C(CC(=O)NCCC2=CCCCC2)C[C@H](C(=O)N(C(C)C)C(C)C)[C@@]31C (stereo partly drawn)
- TbPYK inhibitor: 8%
- AmpC inh no detg: 216%[activator]

Compound activity (PubChem)
